GSTO1 counter = counter-screen for RBBP9 inhibitors: inhibitors of human GSTO1; hit rate 1.1% among 300,000; P78417; AID 1974; recombinant GSTO1, activity-based probe fluorescence polarization; inhibition, % at 5.96 µM;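 active means inhibition above the campaign mean inhibition plus 3 SD, cut at about 35% in these data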;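 further: 0% = GSTO1-1 with DMSO and 100% = wells lacking GSTO1-1 enzyme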
Target sequence (P78417 whole entry, looked up): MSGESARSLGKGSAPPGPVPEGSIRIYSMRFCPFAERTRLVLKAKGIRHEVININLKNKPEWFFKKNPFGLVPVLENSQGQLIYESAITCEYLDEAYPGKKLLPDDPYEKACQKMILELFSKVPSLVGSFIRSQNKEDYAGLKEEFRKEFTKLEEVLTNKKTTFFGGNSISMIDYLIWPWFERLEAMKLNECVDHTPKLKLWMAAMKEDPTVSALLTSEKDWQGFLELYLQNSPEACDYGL
PME-1 inh = blocks human protein phosphatase methylesterase 1; Q9Y570; recombinant PME-1, FP-Rh probe fluorescence polarization; inhibition, % at 5.9 µM; hit rate 0.53% among 320,000;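 active means inhibition above the campaign mean of all compounds plus 3 SD, cut at about 26% in these data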;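 further: competitive labeling of PME-1 active site by serine hydrolase directed probe; 0% = PME-1 with DMSO and 100% = wells lacking PME-1 enzyme; inhibitors block probe labeling so polarization falls and inhibition rises; many of its hits are not listed in these tables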
LYPLA1 inh = LYPLA1 (human) inhibition in PME1 counter-screen; recombinant LYPLA1, FP-Rh probe fluorescence polarization; inhibition, % at 5.9 µM; hit rate 0.16% among 320,000; AID 2174;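 active means inhibition above the mean of all tested compounds plus 3 SD, set per campaign, cut at about 14% in these data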;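 further: inhibitors block serine hydrolase probe labeling of LYPLA1 so polarization falls; 0% = enzyme with DMSO and 100% = wells lacking LYPLA1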
pPAFAH inh = inhibitors of human plasma PAF acetylhydrolase (pPAFAH). Q13093. recombinant pPAFAH, FP-rhodamine probe fluorescence polarization. inhibition, % at 3.39 µM. hit rate 1.5% among 330,000. AID 463082;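 active means inhibition above the mean inhibition across the screen plus 3 SD, cut at about 25% in these data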;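 further: inhibitors block binding of the rhodamine activity-based probe so polarization drops; 0% = enzyme with DMSO and 100% = wells lacking pPAFAH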
PAD4 inh = blocks human protein arginine deiminase 4 | Q9UM07 | recombinant PAD4, RCA probe fluorescence polarization | inhibition, % at 6.36 µM | hit rate 0.41% among 330,000;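 active means percent inhibition above a cutoff equal to the mean of all tested compounds plus 3 SD, cut at about 15% in these data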;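 further: 0% = PAD4 with RCA probe and DMSO and 100% = probe without PAD4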
Target sequence (Q9UM07 whole entry, looked up): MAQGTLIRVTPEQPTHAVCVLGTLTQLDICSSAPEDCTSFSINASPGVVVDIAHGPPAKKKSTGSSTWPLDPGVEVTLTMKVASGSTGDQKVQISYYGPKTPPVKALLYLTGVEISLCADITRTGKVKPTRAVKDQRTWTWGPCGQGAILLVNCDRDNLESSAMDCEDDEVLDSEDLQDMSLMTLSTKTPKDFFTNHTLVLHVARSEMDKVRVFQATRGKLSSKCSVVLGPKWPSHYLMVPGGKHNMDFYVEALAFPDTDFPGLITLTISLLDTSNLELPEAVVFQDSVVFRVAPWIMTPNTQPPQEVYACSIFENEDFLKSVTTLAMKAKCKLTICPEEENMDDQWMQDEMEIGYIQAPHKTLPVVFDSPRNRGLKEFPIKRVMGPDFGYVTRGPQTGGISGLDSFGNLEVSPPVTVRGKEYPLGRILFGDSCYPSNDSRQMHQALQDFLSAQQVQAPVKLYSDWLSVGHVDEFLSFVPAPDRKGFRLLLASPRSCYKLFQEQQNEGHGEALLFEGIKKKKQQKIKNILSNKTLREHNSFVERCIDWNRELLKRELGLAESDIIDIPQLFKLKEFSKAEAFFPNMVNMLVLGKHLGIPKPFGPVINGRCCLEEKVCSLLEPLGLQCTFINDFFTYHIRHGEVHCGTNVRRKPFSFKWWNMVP
Fam108B counter = blocks mouse Fam108B hydrolase in RBBP9 counter-screen; recombinant Fam108B, FP-Rh probe fluorescence polarization; inhibition, % at 9.51 µM; hit rate 0.33% among 300,000; AID 1947;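 active means inhibition above the screen mean inhibition plus 3 SD, computed separately per campaign, cut at about 18% in these data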;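 further: inhibitors lower polarization as less probe binds the enzyme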
PAFAH2 FP inh = inhibitors of human PAFAH2; recombinant PAFAH2, FP-rhodamine activity probe, fluorescence polarization; Q99487; inhibition, % at 3.39 µM; hit rate 0.99% among 340,000; AID 492956;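 active means inhibition above the mean over all tested compounds plus 3 SD, cut at about 30% in these data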;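 further: inhibitors block probe labeling of enzyme so polarization drops; 0% = enzyme with DMSO and 100% = wells lacking PAFAH2 protein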
PAFAH1B2 inh = PAFAH1B2 (human) inhibition; AID 492953; inhibition, % at 3.39 µM; hit rate 1.2% among 340,000; P68402; recombinant PAFAH1B2, FP-rhodamine activity probe, fluorescence polarization;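 active means inhibition above the mean of all tested compounds plus 3 SD, cut at about 24% in these data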;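 further: 0% = enzyme with DMSO and 100% = wells lacking PAFAH1B2; many of its hits are not listed in these tables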
PAFAH1B3 FP inh = blocks human PAF acetylhydrolase 1B catalytic subunit 3; Q15102; recombinant PAFAH1B3, FP-rhodamine probe, fluorescence polarization; inhibition, % at 3.39 µM; hit rate 0.28% among 340,000;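 active means inhibition above the screen-wide average of all tested compounds plus 3 SD, cut at about 25% in these data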;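 further: 0% = enzyme with DMSO only and 100% = wells lacking PAFAH1B3 protein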
An asterisk follows results filed as active; . = no result given. Some of the compounds tested; count on the stated rates, not on these rows.

SMILES	GSTO1 counter	PME-1 inh	LYPLA1 inh	pPAFAH inh	PAD4 inh	Fam108B counter	PAFAH2 FP inh	PAFAH1B2 inh	PAFAH1B3 FP inh
Nc1ccccc1-c1nnc(SCc2ccccc2Cl)[nH]c1=O	-1	-7	0	1	2	1	9	9	5
COc1ccc(S(=O)(=O)NNC(=O)Nc2ccc(C)cc2)c(OC)c1	2	5	-2	2	-3	-4	-2	2	-10
O=C(CCC1CCCCC1)Nc1c2c(nn1-c1ccc(F)cc1)CS(=O)C2 (centres undefined)	6	-3	1	3	2	-2	0	10	-3
NNC(=O)CNC(c1ccccc1)c1cc(Br)ccc1NC(=O)CCN1CCOCC1 (centres undefined)	-2	-15	-12	1	1	2	1	5	3
O=S(=O)(CC(CN1CCCC1)N1CCCC1)c1ccc2ccccc2c1 (centres undefined)	-2	-8	-1	-3	-2	1	-2	5	2
OC(CNCc1ccccc1C(F)(F)F)C(F)(F)F (centres undefined)	-3	3	4	5	3	2	1	-4	5
COc1ccc(OC)c(S(=O)(=O)N2CCC(C(=O)N3CCN(Cc4ccccc4)CC3)CC2)c1	2	5	4	5	-1	-1	2	5	6
O=C(COC(=O)c1cc(=O)c2ccccc2o1)NCC1CCCCC1	7	7	0	8	-1	2	6	4	2
CC(=O)c1ccc(N2CCN(S(=O)(=O)c3ccc4c(c3)CC(C)N4C(=O)C3CC3)CC2)cc1 (centres undefined)	-6	-3	-5	-1	-2	-3	8	3	3
CCOc1ccc(NC(=O)CC2C(=O)NCCN2C(=O)Nc2ccccc2)cc1 (centres undefined)	2	7	2	-3	-1	5	3	-4	8

Molecules listed so far that have four or more nitrogen atoms (three):
SMILES	GSTO1 counter	PME-1 inh	LYPLA1 inh	pPAFAH inh	PAD4 inh	Fam108B counter	PAFAH2 FP inh	PAFAH1B2 inh	PAFAH1B3 FP inh
Nc1ccccc1-c1nnc(SCc2ccccc2Cl)[nH]c1=O	-1	-7	0	1	2	1	9	9	5
NNC(=O)CNC(c1ccccc1)c1cc(Br)ccc1NC(=O)CCN1CCOCC1 (centres undefined)	-2	-15	-12	1	1	2	1	5	3
CCOc1ccc(NC(=O)CC2C(=O)NCCN2C(=O)Nc2ccccc2)cc1 (centres undefined)	2	7	2	-3	-1	5	3	-4	8

Entries of single compounds as entered above. Order of screens: GSTO1 counter, PME-1 inh, LYPLA1 inh, pPAFAH inh, PAD4 inh, Fam108B counter, PAFAH2 FP inh, PAFAH1B2 inh, PAFAH1B3 FP inh
CC(=O)c1ccc(N2CCN(S(=O)(=O)c3ccc4c(c3)CC(C)N4C(=O)C3CC3)CC2)cc1 (centres undefined) across the screens: -6, -3, -5, -1, -2, -3, 8, 3, 3
O=C(COC(=O)c1cc(=O)c2ccccc2o1)NCC1CCCCC1 across the screens: 7, 7, 0, 8, -1, 2, 6, 4, 2
CCOc1ccc(NC(=O)CC2C(=O)NCCN2C(=O)Nc2ccccc2)cc1 (centres undefined) across the screens: 2, 7, 2, -3, -1, 5, 3, -4, 8

(cont.)
SMILES	GSTO1 counter	PME-1 inh	LYPLA1 inh	pPAFAH inh	PAD4 inh	Fam108B counter	PAFAH2 FP inh	PAFAH1B2 inh	PAFAH1B3 FP inh
CCN1C=CC2=C(C#N)C(N)C(C#N)(C#N)C(c3ccccc3C(F)(F)F)C2C1 (centres undefined)	10	3	4	10	8	3	10	1	9
CCC(=O)NC(O)C(=O)c1ccc(C)cc1 (centres undefined)	9	2	0	3	-1	4	-3	6	12
N=C1c2ccccc2CN1NC(=O)c1cccc(S(=O)(=O)N2CCOCC2)c1	3	-1	-1	1	-2	0	9	1	4
CC1=NN(C(=O)c2ccc(Cn3nc(C)c([N+](=O)[O-])c3C)cc2)C(O)(C(F)(F)F)C1 (centres undefined)	2	-2	-4	14	-3	-4	3	4	6
COc1cccc(/C=C/C(=O)OCC(=O)NCCC2=CCCCC2)c1OC	.	.	.	14	-3	.	66*	-1	-1
COCCn1nnnc1C(c1cccs1)N1CCN(c2nc3ccccc3s2)CC1 (centres undefined)	5	4	-2	5	-1	1	4	2	10
Cc1cc(C)n(CC(=O)NNC(=O)COc2ccc(Br)cc2F)n1	.	.	.	5	-1	.	3	2	5
CCCC(=O)Nc1cc(C)c2c(=O)oc3ccccc3c2n1	4	0	-3	-3	1	-1	11	0	4
COc1cc(/C=C/C(=O)O)cc(S(=O)(=O)Nc2ccc(F)cc2)c1OC	1	4	5	7	-1	1	1	1	7
COc1ccc(-c2nc(C#N)c(N3CCc4ccccc4C3)o2)cc1OC	-7	10	-3	7	2	4	0	0	7

Ordered by number of heavy atoms (descending): three of the compounds above
SMILES	GSTO1 counter	PME-1 inh	LYPLA1 inh	pPAFAH inh	PAD4 inh	Fam108B counter	PAFAH2 FP inh	PAFAH1B2 inh	PAFAH1B3 FP inh
CCN1C=CC2=C(C#N)C(N)C(C#N)(C#N)C(c3ccccc3C(F)(F)F)C2C1 (centres undefined)	10	3	4	10	8	3	10	1	9
CCCC(=O)Nc1cc(C)c2c(=O)oc3ccccc3c2n1	4	0	-3	-3	1	-1	11	0	4
CCC(=O)NC(O)C(=O)c1ccc(C)cc1 (centres undefined)	9	2	0	3	-1	4	-3	6	12

(cont.)
SMILES	GSTO1 counter	PME-1 inh	LYPLA1 inh	pPAFAH inh	PAD4 inh	Fam108B counter	PAFAH2 FP inh	PAFAH1B2 inh	PAFAH1B3 FP inh
Cc1cc(=O)[nH]c(/N=C(\N)Nc2ccc(SC(F)F)cc2)n1	-2	-43	0	23	3	1	7	3	6
COc1cc(NC(=O)C2CC(=O)N(CCc3ccc(F)cc3)C2)cc(OC)c1OC (centres undefined)	2	-1	4	7	-5	3	5	2	-3
O=C(c1ccccc1)c1cccn1CC(=O)N1CCN(c2ccccc2)CC1	5	-6	7	1	-1	-8	3	6	2
CC(=O)Nc1ccc(S(=O)(=O)NC2=NCN(CCOC(=O)c3ccccc3)CN2)cc1	-7	-2	1	7	-4	6	-1	0	-1
N=c1nc(N)nc2n1NC(c1ccc(F)cc1)=CS2	4	7	2	2	-2	5	3	-1	4
O=C(Nc1ccc(Cl)c(Cl)c1)OCc1cnc(Cl)s1	-12	-10	-13	-7	1	1	-4	-3	-2
Cc1cccc(Nc2nnc(SC/C(O)=C(\C#N)c3nc4ccccc4[nH]3)s2)c1C	3	82*	0	28*	-3	6	11	21	9
Cc1ccc(S(=O)(=O)N2CCOC23CCN(C(=O)c2cc(Cl)ccc2Cl)CC3)cc1	7	7	-2	5	-5	6	5	4	5
Cc1oc2c(CN3CCCCC3C)c(O)ccc2c(=O)c1-c1ccccc1 (centres undefined)	1	-4	1	4	-7	-1	2	0	1
CCOC(=O)c1c(C)[nH]c(C(=O)C(C)OC(=O)c2oc3ccccc3c2COC)c1C (centres undefined)	-10	-3	2	4	-1	0	-2	0	1
O=C(COC(=O)c1ccccc1S(=O)(=O)N1CCCCC1)NCC(F)(F)F	2	1	2	-2	-1	3	-1	0	2
Nc1ccc(Sc2ccccc2Cl)nc1	-6	-3	2	4	4	-1	1	8	-10
O=C(Nc1cccc([N+](=O)[O-])c1)Nc1ccc(Cl)cn1	-6	-9	-5	2	-6	-11	-6	-1	4
Cc1ccc(-c2ccc(=O)n(CC(=O)Nc3cccc(C(=O)N4CCN(C)CC4)c3)n2)cc1	14	-13	-2	1	-4	-1	-3	6	7
O=C(CSc1nnc2ccccn12)N1CCc2ccccc21	7	-2	2	0	0	2	3	1	6
COC(=O)Nc1ccc(Oc2ccccc2)cc1	2	0	1	-2	-4	2	1	3	11
COc1ccccc1N(CC(=O)NC1CCCC1)C(=O)CCC(=O)Nc1cc(C)on1	5	-7	4	-2	1	4	2	2	11
CCOC(=O)c1c(-c2cccs2)csc1NC(=O)CN(CC)CC	1	0	2	4	-2	0	-1	2	8
CC(C)(C)c1ncc(S(=O)(=O)c2ccc(C(F)(F)F)cn2)c(N)n1	6	-5	3	8	4	-2	-6	10	8
CCCN(CCC)c1nc(C#N)nc(N(CCC)CCC)n1	7	-1	-2	3	-1	0	-5	1	10

Single entries from above:
COC(=O)Nc1ccc(Oc2ccccc2)cc1 – LYPLA1 inh = 1
O=C(Nc1cccc([N+](=O)[O-])c1)Nc1ccc(Cl)cn1 – PAD4 inh = -6

Additional results follow.
SMILES	GSTO1 counter	PME-1 inh	LYPLA1 inh	pPAFAH inh	PAD4 inh	Fam108B counter	PAFAH2 FP inh	PAFAH1B2 inh	PAFAH1B3 FP inh
Cc1nonc1OCCCNc1ccc([N+](=O)[O-])cc1Cl	-1	1	-4	2	3	3	7	3	9
COc1ccccc1N1CCN(C(=O)CNC(=O)c2cn(-c3ccccc3OC)c(=O)c3ccccc23)CC1	13	-3	0	-7	-6	2	3	0	1
COC(=O)CSc1nc(N2CCOCC2)c2c(c1C#N)CCCC2	-10	-1	2	2	-5	-3	3	2	2
COC(=O)c1cc(-c2ccc(Br)cc2)on1	0	-3	-7	8	1	4	0	0	6
O=C(CNS(=O)(=O)c1ccccc1)NCc1cccnc1	5	-5	1	-3	-2	1	-4	3	-2
COc1nc(OCCNS(=O)(=O)c2ccc(C)cc2)nc(N(C)C)n1	7	-5	3	2	2	1	-1	-1	2
Cc1ccccc1NC(=O)C(C)Sc1nnc(-c2ccncc2)n1CC1CCCO1 (centres undefined)	4	0	2	5	0	-1	-1	-1	0
CC(=O)Nc1ccc(S(=O)(=O)Nc2ccc(S(=O)(=O)Nc3nc(C)cc(C)n3)cc2)cc1	5	-3	5	4	0	1	-7	6	1
CCC(C(=O)N1CCOCC1)n1nc(C)c2sc3ccccc3c2c1=O (centres undefined)	-2	-2	2	0	1	1	7	0	3
O=C(O)CCC(=O)Nc1nnc(C(F)(F)F)s1	-11	-2	-1	6	-1	7	-1	-2	3
COc1cc(/C=N/Nc2cccc(C)c2)ccc1OC(=O)c1ccco1	0	0	2	-5	-6	10	-4	1	9
O=C(Cn1nnc2ccccc21)OCC(=O)c1ccccc1	2	6	2	5	2	-3	1	6	3
O=C(CN1CCCCCC1)N1c2ccccc2Sc2ccccc21	9	1	-2	2	0	4	4	-2	0
N#CC1=C(N)Oc2n[nH]c(-c3ccc(F)cc3)c2C1c1ccncc1 (centres undefined)	13	0	4	-1	-15	4	6	2	4
O=C(NCCCn1ccnc1)c1ccccc1Br	4	6	-4	-1	-2	1	3	-3	-4
Oc1c(C(Nc2nc3ccccc3s2)c2ccco2)ccc2cccnc12 (centres undefined)	-29	-12	-13	19	-12	0	5	3	11
COC(=O)CCCC(=O)OC	.	.	.	4	-3	.	3	5	11
Cc1ccc(C(=O)N(CN2CCCC2=O)c2ccc(F)cc2)cc1C	2	3	-3	1	-1	0	-9	2	3
COc1ccccc1C1CCN(C(=O)c2cccs2)CC1	3	-9	0	-5	-9	-4	.	.	.
CC1CCC(NC(=O)CSc2ccc(S(=O)(=O)N(C)C)cn2)CC1 (centres undefined)	.	6	1	11	-1	.	3	2	5
CC(=O)Nc1ccc(S(=O)(=O)N(c2cccnc2)S(=O)(=O)c2ccc(NC(C)=O)cc2)cc1	-5	0	-5	-2	7	-2	-8	-2	1
Cc1ccc(C(=O)N/N=C/c2cccc3ccccc23)cn1	1	-4	-5	5	2	-5	.	.	.
Cc1cc(C(F)(F)F)c(C#N)c(N2CCOCC2)n1	-9	-2	0	5	-2	0	1	7	2

Bioassay records from PubChem.
